# From PubChem BioAssay
# APE1 inh: inhibitors of human APE1 endonuclease; hit rate 0.35% among 350,000; P27695; AID 2517; recombinant APE1, TAMRA/BHQ-2 abasic DNA cleavage fluorescence; Potency, µM (doses to about 65.8 µM), for inactives: at the top dose activity change, negative = inhibition, most hits filed as inhibitors;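 note: plate controls were vehicle for no effect and reference inhibitor for full effect; nearly all actives have a fitted effect of over 55% in size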
#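 Incision of a quenched TAMRA/BHQ-2 THF abasic-site duplex (50 nM) by 0.75 nM APE1, after 15 min compound preincubation, measured as fluorescence increase over three 60 s reads. Values normalized to buffer, DMSO and NSC13755 control wells.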
# G9a inh: inhibitors of human histone lysine methyltransferase G9a; Q96KQ7; G9a H3K9 monomethylation, AlphaScreen, 2 h; Potency, µM (highest dose often 102 µM), inactives show at the top dose activity, negative = inhibition, hits mostly inhibitors; hit rate 8.8% among 350,000; AID 504332; note: % is set by controls: 0 for no effect and ±100 for the full control effect; nearly all actives have a fitted effect of over 75% in size
#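 Readings reflect AlphaScreen signal from monomethyl-H3K9 antibody detection. HMT at 20 nM; substrate b-H3K9 500 nM; cofactor SAM 20 uM; 2 h RT reaction; compounds tested as titrations in qHTS with 15 min preincubation.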
# POLB inh: DNA polymerase beta (human) inhibition; P06746; Pol beta primer extension/strand displacement, fluorescence kinetic; Potency, µM (titrated, usually from 114 µM), without a hit: at the top dose activity change, negative = inhibition, actives largely listed as inhibitors; hit rate 1.3% among 340,000; AID 485314; note: % is set by controls: 0 for no effect and ±100 for the full control effect
#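 Human Pol beta at 10 nM; strand-displacement substrate 50 nM final. Compound exposure 15 min at room temperature before start, reaction 10 min at room temperature.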
# Anesthetic bind: binds horse apoferritin like a general anesthetic. P02791. apoferritin/1-aminoanthracene competitive binding, fluorescence. Potency, µM (doses to about 77.5 µM), for the others: at the highest dose activity change, negative = displacement, hits mostly inhibitors. hit rate 0.074% among 350,000; note: % is set by controls: 0 for no effect and ±100 for the full control effect; nearly all actives have a fitted effect of over 20% in size
# Target sequence (P02791 2-175 limits assumed): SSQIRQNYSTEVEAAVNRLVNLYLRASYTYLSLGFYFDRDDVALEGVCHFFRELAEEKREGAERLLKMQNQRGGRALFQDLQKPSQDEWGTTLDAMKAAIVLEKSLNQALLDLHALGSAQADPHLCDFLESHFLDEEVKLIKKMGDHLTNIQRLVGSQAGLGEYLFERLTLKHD
#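 Read-out: endpoint 1-AMA fluorescence, excitation 380 nm and emission 535 nm, after compounds sit 10 min at room temperature with 10 uM horse-spleen apoferritin in 50% saturated 1-AMA/PBS. Values come from four-parameter Hill fits.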
# Pol iota inh: DNA polymerase iota (human) inhibition; Pol iota fluorescent replication assay, 10 min; hit rate 1% among 390,000; Potency, µM (top dose mostly 115 µM), for the others: top-dose activity, negative = inhibition, actives largely listed as inhibitors; Q9UNA4; AID 588590
# Target sequence (Q9UNA4 whole entry, looked up): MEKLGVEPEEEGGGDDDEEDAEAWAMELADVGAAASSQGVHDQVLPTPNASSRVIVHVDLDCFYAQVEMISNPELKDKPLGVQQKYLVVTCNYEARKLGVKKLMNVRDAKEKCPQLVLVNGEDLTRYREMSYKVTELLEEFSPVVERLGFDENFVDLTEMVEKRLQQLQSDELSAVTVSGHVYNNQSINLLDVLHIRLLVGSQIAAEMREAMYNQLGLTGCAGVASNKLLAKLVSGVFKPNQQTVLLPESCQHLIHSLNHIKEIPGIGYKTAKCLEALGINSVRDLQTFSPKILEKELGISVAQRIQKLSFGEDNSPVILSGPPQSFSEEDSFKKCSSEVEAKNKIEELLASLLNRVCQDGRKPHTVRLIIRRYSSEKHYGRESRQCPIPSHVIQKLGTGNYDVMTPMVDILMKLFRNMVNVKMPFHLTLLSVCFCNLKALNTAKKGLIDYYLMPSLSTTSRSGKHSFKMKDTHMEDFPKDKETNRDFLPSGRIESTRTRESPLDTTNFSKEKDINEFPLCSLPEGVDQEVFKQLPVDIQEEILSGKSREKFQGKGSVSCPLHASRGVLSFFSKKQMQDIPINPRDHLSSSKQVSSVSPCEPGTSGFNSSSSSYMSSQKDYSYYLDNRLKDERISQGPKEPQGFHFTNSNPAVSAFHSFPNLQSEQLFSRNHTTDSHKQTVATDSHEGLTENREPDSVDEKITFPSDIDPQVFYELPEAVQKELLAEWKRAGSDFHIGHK
#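 Fluorescent replication assay read twice, at 0 min and 10 min after adding 50 nM (final) substrate. Enzyme (10 nM) and compounds were first incubated 15 min at room temperature; enzyme-free buffer wells were negative controls.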
# BLM inh: inhibitors of human Bloom syndrome helicase BLM | hit rate 0.2% among 350,000 | P54132 | recombinant BLM DNA unwinding, fluorescence dequenching | Potency, µM (titrated, usually from 56.1 µM), for inactives: at the top dose activity change, negative = inhibition, most hits filed as inhibitors;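 note: plate controls were vehicle for no effect and no enzyme for full effect; nearly all actives have a fitted effect of over 35% in size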
# BAZ2B block: blocks human BAZ2B; Q9UIF8; AlphaScreen BAZ2B-H3K14Ac peptide displacement; Potency, µM (titrated, usually from 114 µM), for the others: at the highest dose activity change, negative = inhibition, most hits filed as inhibitors; hit rate 4.4% among 360,000; AID 504333; note: % is set by controls: 0 for no effect and ±100 for the full control effect; nearly all actives have a fitted effect of over 60% in size
#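 Protein-peptide AlphaScreen: BAZ2B 50 nM, b-H3K14Ac 50 nM, 1x PBS pH 7.4 + 0.01% Tween-20. Preincubation 30 min RT; cpd 30 min RT (top 110 uM); beads 20 min RT, light-protected.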
# POLK inh: inhibitors of human DNA polymerase kappa; Q9UBT6; purified Pol kappa, fluorescent DNA synthesis assay, 10 min; Potency, µM (titrated, usually from 107 µM), without a hit: at the top dose activity, negative = inhibition, hits mostly inhibitors; hit rate 0.53% among 400,000; AID 588579; note: % is set by controls: 0 for no effect and ±100 for the full control effect
#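 Here, compound and 10 nM enzyme are combined for 15 min at room temperature; adding 50 nM substrate (final) starts DNA synthesis, tracked by fluorescence at 0 and 10 min against buffer-only wells.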
# Pol eta inh: blocks human DNA polymerase eta activity; recombinant Pol eta, fluorescent DNA replication assay; Potency, µM (top dose mostly 114 µM), without a hit: at the top dose activity change, negative = inhibition, actives largely listed as inhibitors; hit rate 1.2% among 390,000; AID 588591; note: % is set by controls: 0 for no effect and ±100 for the full control effect
#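 Pol eta at 10 nM preincubated with compounds 15 min at room temperature; reaction started with fluorescent substrate (50 nM final) and read kinetically at 0 and 10 min.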
# * hit, by the source's call; ? = inconclusive; nt = not tested or not shown; & = joins results of further samples; [ ] = remark or other dose. Calls come from the whole dose curve; as a rule, active = well fitted curve in the direction sought with a large enough effect; inconclusive = small, poorly fitted or top-dose-only effect, or another doubt; inactive = no such curve, though single readings can be large; an effect the other way counts as inactive or inconclusive. Potency is the fitted concentration of half-maximal effect. Some of the compounds tested (hit frequency here may not be typical).
SMILES,APE1 inh,G9a inh,POLB inh,Anesthetic bind,Pol iota inh,BLM inh,BAZ2B block,POLK inh,Pol eta inh
Cc1ccccc1CC1(CO)CCCN(C(=O)c2cccc(Cl)c2)C1 (configuration not stated),2.5%,-0.1%,0.6%,?,18.4%,-5.4%,-2.7%,-22.0%,-5.9%
O=C(c1ccc2c(=O)n(Cc3ccc4c(c3)OCO4)c(=O)[nH]c2c1)N1CCN(c2ccccc2)CC1,-1.9%,3.9%,2.6%,-7.8%,11.0%,-2.3%,5.4%,-6.1%,-2.4%
CCOc1ccc(OCC)c(-c2c(=O)n(OCc3ccc(C(C)(C)C)cc3)c3ccccc3[n+]2[O-])c1,-4.8%,?,1.5%,?,?,-8.6%,-31.8%,-12.8%,-26.5%
Cc1cc(C)c2oc(-c3cc(NC(=O)Cc4ccccc4)ccc3Cl)nc2c1,nt,11.2%[59 µM],16.6%,-9.4%,7.4%,-0.3%,6.6%,-12.7%,-8.3%
Cc1ccc(OCC(=O)N2CCC3(CC2)CC(=O)c2ccccc2O3)cc1,22.3%,-17.7%,nt,nt,?,nt,3.6%,-16.8%,-18.6%
O=c1cc(-c2ccccc2)c2c(O)cc(O)cc2o1,32.5%,8.7%[0.501 µM],-16.9%,-9.0%,-6.8%,-8.1%,-37.4%,-15.5%,-10.8%
COc1cccc(NC(=O)Cn2c(CCC(=O)O)ccc2-c2cccs2)c1,-3.4%,-7.0%,5.5%,-3.0%,-19.2%,-1.1%,-22.2%,-13.4%,1.2%
CC(C)Oc1ccc2c(=O)c(-c3ccccc3)coc2c1,-7.8%&8.4%&4.7%&0.4%,-1.8%&-6.4%[59 µM],?,-2.7%&-3.6%,-19.6%,-5.0%&4.3%&-9.2%,-6.6%&5.2%,-0.4%,-9.7%
COc1ccc(CCNC(=O)/C=C/c2ccco2)cc1OC,11.5%,14.1µM*,10.8%,-12.1%,?,-2.1%,-26.6%,-20.5%,2.4%
Cc1ccc(NC(=O)c2nc[nH]c2C(=O)NCc2ccccc2)cc1,-12.3%,6.2%[0.501 µM],nt,nt,18.0%,nt,1.3%,-18.1%,-13.5%
COc1ccc(CCNC(=O)C(=O)NCC2OCCN2S(=O)(=O)c2ccc(Cl)cc2)cc1OC (configuration not stated),40.4%,26.3%[59 µM],?,-19.1%,-4.1%,1.7%,4.1%,1.0%,0.4%
Cc1nn(CC#N)c(=O)n1-c1ccccc1F,3.8%,18.0%,2.9%,-9.3%,-3.0%,0.8%,4.6%,-13.9%,4.9%
Cc1nnc(SCC(=O)N2c3ccccc3C(C)(c3ccccc3)CC2(C)C)s1 (configuration not stated),14.9%,21.8%[59 µM],21.9%,-12.8%,1.1%,-6.0%,1.3%,-6.6%,-13.1%
CC(=O)Nc1nnc(COc2ccc(Cl)cc2)s1,0.0%,?,0.4%,-16.1%,165.2%[activator],-12.9%,-13.0%,-17.4%,-4.9%
COc1ccc(-c2nc(CS(=O)CC(=O)N3CCN(C)CC3)c(C)o2)cc1OC (configuration not stated),15.7%,-45.4%,16.3%,-4.3%,16.3%,-1.7%,-9.8%,0.7%,-8.4%
O=C(CN(CCO)c1ccccc1)Nc1ccc(Cl)c(S(=O)(=O)N2CCOCC2)c1,-6.2%,-44.4%,2.3%,-13.5%,23.7%,-7.0%,-9.4%,-1.1%,-4.4%
O=C(COC(=O)c1cc(S(=O)(=O)N2CCOCC2)ccc1F)Nc1c(Cl)cccc1C(F)(F)F,34.3%,-20.6%[0.501 µM],nt,nt,29.6%,nt,9.5%,6.6%,-10.6%
Cc1ccc(-c2cc(C(F)(F)F)n3nc(C(=O)Nc4c(C)n(C)n(-c5ccccc5)c4=O)cc3n2)cc1,-1.0%,-40.7%[59 µM],2.7%,-15.5%,-4.5%,-0.5%,-7.9%,0.8%,-14.2%
Cc1ccc(CNC(=O)C2C3C=CC(C3)C2C(=O)O)cc1 (configuration not stated),-1.8%,10.1%[12.7 µM],-16.9%,?,7.5%,-0.2%,2.3%,-2.2%,-12.0%
COc1cccc(C(=O)NCc2cn3ccsc3n2)c1,-8.5%,?,-13.6%,0.5%,23.4%,-0.3%,7.5%,0.0%,-22.9%
COc1ccc(/C=N/NC(=S)SC)cc1OC,-2.3%,-33.5%,-22.1%,-10.6%,12.9%,-2.7%,?,-3.9%,-3.5%
N#CC1=C(N)OC2=C(CCc3ccccc32)C1c1ccccc1Cl (configuration not stated),-1.7%,-20.3%,-24.6%,-14.5%,29.8%,-3.9%,?,-9.1%,-14.1%
CN1c2ccccc2C(C)(C)C12CC(c1ccc(S(=O)(=O)N3CCCCC3)cc1)=NO2 (configuration not stated),-1.9%,8.5%[59 µM],22.4%,-8.9%,9.3%,-3.7%,-25.0%,7.9%,-10.5%
COC(=O)c1ccc(NC(=O)CC(=O)Nc2ccc(C(=O)OC)cc2)cc1,-10.1%,10.1%,5.9%,7.1%,5.4%,1.0%,6.8%,7.6%,-1.5%
CC(C)[C@H](NC(=O)N1CC(=O)Nc2ccccc21)C(=O)N[C@@H](C(=O)O)c1ccccc1,7.5%,?,6.9%,-7.1%,27.8%,-3.2%,-6.1%,-4.0%,-7.4%
COc1ccc(-c2c3c(=O)n(C)c(=O)n(C)c3cn2-c2cccc(OC)c2)cc1,-4.8%,?,3.3%,-7.2%,-14.5%,-6.3%,-33.8%,-8.6%[60.1 µM],-2.8%
Cc1ccccc1-c1nc(SCC(=O)NCC2CCCO2)c2c(=O)n(C)c(=O)n(C)c2n1 (configuration not stated),nt,15.7%[59 µM],-2.8%,-8.4%,13.9%,-1.2%,7.1%,-5.9%[60.1 µM],nt
O=C(CSc1n[nH]c(=O)n1C1CC1)Nc1ccc(F)c(Cl)c1,3.8%,nt,nt,nt,-11.7%,nt,nt,-9.6%,-3.7%
COc1ccc(C(=O)N2CCC3(CCCN(Cc4cc(C(F)(F)F)cc(C(F)(F)F)c4)C3)CC2)cc1,0.2%,-43.3%[12.7 µM],nt,nt,nt,-15.5%,nt,-15.7%[60.1 µM],nt
O=C(NC1CCS(=O)(=O)C1)/C(=C\c1ccco1)NC(=O)c1ccccc1 (configuration not stated),1.8%,-137.3%[12.7 µM],25.1%,60.2%[activator],48.3%[activator],-5.5%,0.4%,-1.9%,0.0%
CC(C)=CCC/C(C)=C/CC/C(C)=C/CC/C(C)=C/C(=O)O,-1.6%,nt,nt,?,nt,-26.9%,nt,-8.1%[60.1 µM],nt
COC(=O)c1cccc(Nc2cc(C)nc(-c3ccccc3O)n2)c1,-8.0%,21.8%[59 µM],-1.9%,4.7%,5.4%,-8.1%,14.0%,-6.9%,-4.5%
Cc1ccc(NN2C(=O)C=CC2=O)cc1,5.8%,24.6%[59 µM],11.7%,1.0%,5.7%,2.5%,9.0%,-4.5%,-14.2%
N#CCCn1c(=O)c(-c2ccc(Cl)cc2)nc2cnc(Oc3cccc(Cl)c3)nc21,1.7%,-1.4%[12.7 µM],nt,nt,nt,0.0%,nt,0.4%[60.1 µM],nt
COCCN1C(=O)C(=O)/C(=C(/O)c2ccc3c(c2)OCCO3)C1c1ccc(C(=O)OC)cc1 (configuration not stated),-1.1%,?,4.9%,-10.7%,2.5%,-1.1%,?,-12.0%,0.2%
O=C(NC1CCCC1)C1CCN(C(=O)c2ccc(-c3ccccc3)cc2)CC1,2.9%,6.5%,-2.0%,-16.1%,129.3%[activator],1.3%,-11.1%,-22.5%,-1.5%
CCOC(=O)N1CCc2c(sc3nc(SC(C)C)n(N)c(=O)c23)C1,0.9%,?,8.6%[57.1 µM],-4.0%,174.5%[activator],2.4%,10.0%,-9.5%,-15.1%
O=C(Nc1ccccc1F)c1cc2c(s1)-c1ccccc1S(=O)(=O)C2,15.8%,nt,32.7%,8.7%,-11.6%,-8.8%,6.4%,-12.5%,?
O=C(NCC1CCCO1)c1ccc(NS(=O)(=O)c2cccc([N+](=O)[O-])c2)cc1 (configuration not stated),1.2%,?,35.9%,-4.2%,2.1%,-2.0%,-16.7%,3.8%,-13.8%
COc1ccc(CCNc2nc(SCc3cccc(F)c3)nc3ccccc23)cc1OC,nt,-3.9%[59 µM],-2.9%,-9.8%,29.6%,1.1%,3.0%,-0.6%[60.1 µM],-12.5%
CC(Nc1cccnc1)=C(C#N)C#N,3.0%,-29.5%,4.7%,0.2%,-8.0%,0.3%,15.5%,13.3%,-10.6%
O=C(Nc1ccc2oc(-c3ccc4ccccc4c3)nc2c1)c1ccc2c(c1)OCCO2,-6.6%,5.4%[59 µM],?,-8.9%,?,0.1%,-2.0%,-1.4%,-10.5%
CCCCCC(=O)N1CCN(S(=O)(=O)c2ccc3c(c2)OCCO3)CC1,13.4%,-24.1%,nt,nt,11.7%,nt,-4.5%,-5.3%,-19.8%
O=C(C1CCC1)N1CCN(S(=O)(=O)c2ccc(Br)cc2Cl)CC1,-9.3%,-47.7%,nt,nt,12.1%,nt,0.5%,-14.4%,-0.6%
COc1ccc(CCNC(=O)C(=O)NCC2OCCN2S(=O)(=O)c2ccc(C)cc2)cc1OC (configuration not stated),7.1%,nt,49.8%,-18.9%,-19.5%,-1.0%,30.8%[activator],-4.3%,-10.1%
CCC1(C)Cc2c(C#N)c(N)n(-c3ccccc3)c(=O)c2CO1 (configuration not stated),-1.4%,28.5%[12.7 µM],?,3.5%,12.8%,2.1%,-4.6%,-5.0%,-8.8%

# 3 compounds from above, sorted by the number in BAZ2B block, ascending:
SMILES,G9a inh,POLB inh,Anesthetic bind,Pol iota inh,BLM inh,BAZ2B block,POLK inh,Pol eta inh
O=C(Nc1ccc2oc(-c3ccc4ccccc4c3)nc2c1)c1ccc2c(c1)OCCO2,5.4%[59 µM],?,-8.9%,?,0.1%,-2.0%,-1.4%,-10.5%
O=C(C1CCC1)N1CCN(S(=O)(=O)c2ccc(Br)cc2Cl)CC1,-47.7%,nt,nt,12.1%,nt,0.5%,-14.4%,-0.6%
CC(Nc1cccnc1)=C(C#N)C#N,-29.5%,4.7%,0.2%,-8.0%,0.3%,15.5%,13.3%,-10.6%
